# High-throughput results deposited in PubChem BioAssay by several laboratories.
# GPR35 arrestin U2OS: GPR35 antagonists blocking zaprinast-driven arrestin recruitment, primary screen, imaging, U2OS, beta-arrestin-GFP, zaprinast agonist (AID 2058); U2OS GPR35 beta-arrestin-GFP translocation imaging, zaprinast antagonism; higher % means a stronger effect; inhibition, % at 10 µM, or IC50 in µM where a hit was titrated; actives 0.052% (n = 290,000);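 active = inhibition of at least 50% with at least 30 cells and total cytoplasm GFP at most 10,000,000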
# NTR1 ag: NTR1-driven beta-arrestin-GFP spot formation – imaging, U2OS cells, high content, primary screen (AID 493036); P30989; agonist mode; activation, % at 20 µM; actives 0.17% (n = 330,000);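 active = activation at or above 40% of the spot to cytoplasm intensity ratio, with at least 20 cells analyzed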;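 also: 0% = DMSO without peptide and 100% = 100 nM NTR1 peptide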
# Target sequence (P30989 whole entry, looked up): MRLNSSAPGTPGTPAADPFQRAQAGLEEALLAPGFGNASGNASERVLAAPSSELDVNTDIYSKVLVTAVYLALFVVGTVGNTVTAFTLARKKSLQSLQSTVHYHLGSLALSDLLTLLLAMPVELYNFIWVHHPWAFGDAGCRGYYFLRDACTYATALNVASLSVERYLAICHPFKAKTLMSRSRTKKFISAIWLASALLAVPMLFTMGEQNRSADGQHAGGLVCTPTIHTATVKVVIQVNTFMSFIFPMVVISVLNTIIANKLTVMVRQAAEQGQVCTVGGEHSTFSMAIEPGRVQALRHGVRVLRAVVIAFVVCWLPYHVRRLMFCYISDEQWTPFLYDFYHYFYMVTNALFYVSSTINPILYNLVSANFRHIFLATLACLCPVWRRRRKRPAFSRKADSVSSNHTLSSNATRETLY
# GPR55 antagonists: inhibition of LPI-stimulated GPR55 beta-arrestin translocation – imaging, U2OS, beta-arrestin-GFP, LPI agonist, primary screen (AID 2013); U2OS GPR55 beta-arrestin-GFP translocation imaging, LPI antagonism; higher % means a stronger effect; one-dose inhibition, % at 10 µM; IC50 in µM for titrated hits; actives 0.13% (n = 290,000);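 active = spots per cell inhibited over 60%, with over 100 cells counted and total cytoplasm intensity under 500,000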;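 also: U2OS cells stably carrying GPR55 and arrestin-GFP stimulated by 5 µM LPI near EC80; imaged beta-arrestin-GFP aggregate spots per cell after agonist stimulation; plate controls were LPI-stimulated DMSO wells for no effect and DMSO wells without LPI for full effect; some results filed as inactive read as strong as hits; confirmed hits need IC50 under 10 µM and bright autofluorescent wells are also inconclusive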
# AID2073: inhibitors of Mint1-CaV2.2 protein interaction, biochemical, HTRF (AID 2073) | HTRF protein-protein interaction, Mint1-CaV2.2; higher % means a stronger effect | one-dose inhibition, % at 20 µM; IC50 in µM for titrated hits | actives 0.19% (n = 290,000); in the data active = inhibition mostly above about 51%, no sharp cut-off; also: some results filed as inactive read as strong as hits
# SV40 large T antigen: SV40 large T antigen inhibitors, biochemical (AID 1903). SV40 large T antigen ATPase/helicase inhibition assay; higher % means a stronger effect. one-dose inhibition, % at 20 µM; IC50 in µM for titrated hits. actives 0.39% (n = 310,000); in the data active = a potency from the dose series; also: strong numbers were not always called active
# Rac1 GTP hydrolysis: MgcRacGAP GTPase-activating activity inhibitors, confirmation, biochemical, ADP Hunter fluorescence. AID 624330. inhibition, % at 30 µM, or IC50 in µM where a hit was titrated. actives 0.6% (n = 340,000). MgcRacGAP-stimulated Rac1 GTP hydrolysis, ADP Hunter fluorescence; higher % means a stronger effect; GST-tagged Rac1 F28L mutant substrate;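 active = first-screen hits whose inhibition reached a set limit at any dose in the follow-up dose series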;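 also: fluorescence reports GDP produced by GAP-driven GTP hydrolysis; strong numbers were not always called active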
# Yfh1-depleted yeast: mitochondrial function rescue without frataxin homolog – Friedreich's ataxia, plus single-dose screen, dose response (AID 1465); S. cerevisiae Yfh1-off respiration, WST-1 reduction, 72 h; higher fold induction means a stronger effect; fold induction at 50 µM; hits with a dose series show EC50 in µM; actives 0.074% (n = 220,000);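 active = fold induction of absorbance versus untreated yeast above a set limit, then at least 30% activation at any dose in follow-up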;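 also: activators that raise dye reduction in frataxin-depleted yeast; strong numbers were not always called active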
# NS5 inhibitors: flavivirus cap methylation enzyme inhibition – biochemical, confirmation dose response, primary screen (AID 588689). inhibition, % at 25 µM; hits with a dose series show IC50 in µM. actives 0.3% (n = 340,000). Dengue-2 NS5 methyltransferase capping enzyme assay, biochemical; higher % means a stronger effect; in the data active = a potency from the dose series
# GPR55 beta-arrestin: selective activators of receptor GPR55 – imaging, U2OS cells, beta-arrestin-GFP redistribution, primary screen (AID 1961). activation, % at 10 µM; hits with a dose series show EC50 in µM. U2OS GPR55 beta-arrestin-GFP redistribution imaging; higher % means a stronger effect. actives 0.048% (n = 290,000);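 active = activation above 40% with more than 50 cells counted in the well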;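 also: U2OS osteosarcoma cells stably expressing GPR55 and beta-arrestin-GFP; plate controls were DMSO negative control for no effect and LPI positive control for full effect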
# NTR1 ag cell count 20 µM: also measured in NTR1 ag; calls as there; cell count; measured here: cell count, cytotoxicity flag
# * hit, by the source's call; i = inactive; x = not tested or not shown.
1. O=C(CCCN1C(=O)/C(=C/c2ccccc2Cl)SC1=S)NNC(=O)c1ccc(Cl)cc1Cl
2. CCOCCCN(Cc1ccco1)C(=O)c1cc2c(=O)[nH]c3ccc(C)cc3c2s1
3. Cc1ccc(-c2noc(Cn3nc(C(=O)O)c4ccccc4c3=O)n2)cc1
4. CN(Cc1ccc(F)cc1)C(=O)COc1ccccc1-c1ccccc1
5. CCOCCC(=O)Nc1cc(Cl)ccc1OC
6. CCCCc1nnc(NC(=O)c2oc3ccccc3c2C)s1
7. O=S(=O)(Cc1ccc(Cl)cc1)N1CCN(Cc2ccccc2)CC1
8. COc1ccc(NC(=O)CCS(=O)(=O)c2cccc3nonc23)c(OC)c1
entry no.,1,2,3,4,5,6,7,8
GPR35 arrestin U2OS,18%,-1%,15%,-9%,-6%,x,18%,12%
NTR1 ag,15,12,1.0,5.3,-1.0,3.8,1.6,-2.0
NTR1 ag cell count 20 µM,46,96,38,37,53,56,74,76
GPR55 antagonists,10%,-5%,-3%,10%,-1%,x,3%,5%
AID2073,4%,3%,4%,2%,-3%,x,2%,-1%
SV40 large T antigen,13%,2%,6%,6%,11%,7%,-3%,8%
Rac1 GTP hydrolysis,3%,11%,5%,4%,7%,10%,7%,2%
Yfh1-depleted yeast,i,i,x,i,i,x,i,i
NS5 inhibitors,3%,-2%,0%,-1%,0%,1%,-2%,-4%
GPR55 beta-arrestin,0.0%,-0.1%,-0.1%,-0.2%,-0.1%,x,-0.1%,0.0%

9. CC1CN(C2CCN(S(=O)(=O)c3ccc(F)cc3)CC2)CC(C)O1 (stereo unspecified)
10. CC(C)c1ccc(NC2CCCN(C(=O)CN3CCCC3=O)C2)cc1 (stereo unspecified)
11. Cc1cccc(C)c1CC(=O)N1CCOCC1
12. O=C(COc1ccc(C(=S)N2CCCC2)cc1)Nc1ccccc1C(F)(F)F
13. CCOC(=O)C1CCCN(C(=O)c2csc(-c3ccc4c(c3)CCO4)n2)C1 (stereo unspecified)
14. CCOc1ccc2c(c1)[N+](C)(C)C(C)(C)C=C2C
15. CC1(c2ccccc2)CC(C)(C)N(C(=O)CSc2nnc(N)s2)c2ccccc21 (stereo unspecified)
16. C=CCNC(=O)CN1C(=O)NC(C)(c2ccc(OC)cc2)C1=O (stereo unspecified)
entry no.,9,10,11,12,13,14,15,16
GPR35 arrestin U2OS,-6%,-6%,2%,0%,8%,-12%,-5%,8%
NTR1 ag,-0.4,-1.6,0.3,1.7,2.0,2.2,8.6,0.5
NTR1 ag cell count 20 µM,88,58,63,53,52,35,76,47
GPR55 antagonists,-9%,13%,6%,2%,8%,-2%,42%,2%
AID2073,-4%,-3%,-2%,-11%,5%,-3%,6%,0%
SV40 large T antigen,5%,4%,5%,7%,12%,5%,4%,4%
Rac1 GTP hydrolysis,17%,6%,11%,7%,3%,x,16%,4%
Yfh1-depleted yeast,i,x,x,x,i,i,i,x
NS5 inhibitors,0%,-8%,x,1%,-15%,x,-6%,5%
GPR55 beta-arrestin,0.6%,-0.2%,0.4%,0.3%,0.0%,0.9%,-0.1%,-0.3%

17. Cc1ccc(-n2nc(C)c3c(C)c(CCC(=O)NC(C)c4ccccc4)c(C)nc32)cc1 (stereo unspecified)
18. CC(C)OC(=O)CC12CN3CC(CC(=O)OC(C)C)(CN(C1)C(=O)c1ccccc1C3=O)C2=O
19. O=c1c2ccccc2nc(-c2ccccc2)n1CCN1CCOCC1
20. COc1ccc(/C=C2\CCCC3C2=NN(C(=O)COC(=O)CNC(=O)c2ccccc2)C3c2ccc(OC)cc2)cc1 (stereo unspecified)
21. Cc1nc(SCCC(C)C)c([N+](=O)[O-])[nH]1
22. CC(=O)OCCNC(=O)c1cc2ccccc2oc1=O
23. C=CCn1c(SCC(=O)NC2CCCCC2)nnc1C1CCCCC1
24. CCOC(=O)Cc1csc(NC(=O)Nc2cccc(Cl)c2)n1
entry no.,17,18,19,20,21,22,23,24
GPR35 arrestin U2OS,3%,-17%,1%,-9%,-8%,-1%,12%,13%
NTR1 ag,6.6,-0.1,-0.6,3.4,-1.1,0.1,-0.3,0.9
NTR1 ag cell count 20 µM,95,46,106,59,64,67,52,92
GPR55 antagonists,2%,2%,6%,13%,3%,10%,22%,3%
AID2073,7%,12%,-2%,23%,-2%,0%,0%,-6%
SV40 large T antigen,-3%,0%,11%,2%,12%,0%,-2%,4%
Rac1 GTP hydrolysis,7%,11%,-7%,5%,5%,14%,1%,-6%
Yfh1-depleted yeast,i,i,i,i,i,i,i,i
NS5 inhibitors,0%,2%,-1%,-7%,-3%,0%,-3%,-6%
GPR55 beta-arrestin,-0.1%,0.2%,-0.1%,0.0%,-0.1%,-0.2%,-0.1%,-0.4%

# Entries from the list above containing fluorine (3):
4. CN(Cc1ccc(F)cc1)C(=O)COc1ccccc1-c1ccccc1
9. CC1CN(C2CCN(S(=O)(=O)c3ccc(F)cc3)CC2)CC(C)O1 (stereo unspecified)
12. O=C(COc1ccc(C(=S)N2CCCC2)cc1)Nc1ccccc1C(F)(F)F
entry no.,4,9,12
GPR35 arrestin U2OS,-9%,-6%,0%
NTR1 ag,5.3,-0.4,1.7
NTR1 ag cell count 20 µM,37,88,53
GPR55 antagonists,10%,-9%,2%
AID2073,2%,-4%,-11%
SV40 large T antigen,6%,5%,7%
Rac1 GTP hydrolysis,4%,17%,7%
Yfh1-depleted yeast,i,i,x
NS5 inhibitors,-1%,0%,1%
GPR55 beta-arrestin,-0.2%,0.6%,0.3%

# Later entries.
25. COc1ccccc1N1CCN(C(=O)C(C)N(c2ccc(C)cc2)S(C)(=O)=O)CC1 (stereo unspecified)
26. COC(=O)N/N=C/c1cn(Cc2ccc(F)cc2)c2ccccc12
27. COc1ccc(N(CC(=O)Nc2ccc(C)c(C)c2)C2=NC3CS(=O)(=O)CC3S2)cc1 (stereo unspecified)
28. [O-]/[N+](=C\c1ccccc1)[C@@H]1CCCC[C@@H]1/[N+]([O-])=C/c1ccccc1
29. COc1ccccc1C(=O)COC(=O)c1ccc(N(C)C)cc1
30. CN1CCN(NC(=S)NC2CCCCC2)CC1
31. O=C(NCc1ccc(F)cc1)C(c1ccccc1)N(C(=O)c1csnn1)c1ccccc1 (stereo unspecified)
32. CN(C)CCCNC(=O)CC(c1ccccc1)c1ccccc1O (stereo unspecified)
entry no.,25,26,27,28,29,30,31,32
GPR35 arrestin U2OS,9%,11%,0%,15%,-9%,2%,4%,-2%
NTR1 ag,-0.3,1.5,3.8,0.4,6.2,0.4,1.4,1.2
NTR1 ag cell count 20 µM,68,33,40,61,50,53,40,57
GPR55 antagonists,-4%,-6%,8%,1%,17%,-5%,10%,4%
AID2073,17%,12%,8%,16%,6%,-1%,-3%,3%
SV40 large T antigen,3%,10%,6%,21%,9%,1%,4%,22%
Rac1 GTP hydrolysis,4%,11%,7%,-10%,7%,5%,10%,-3%
Yfh1-depleted yeast,i,i,x,i,i,i,x,i
NS5 inhibitors,-9%,-5%,-1%,1%,-6%,-4%,-5%,-2%
GPR55 beta-arrestin,-0.1%,0.4%,0.4%,-0.2%,0.1%,0.9%,-0.4%,0.2%

33. O=C(O/N=C/c1ccc(Br)cc1)c1ccc(F)cc1
34. COc1ccc(N2CCN(C(=O)c3ccc(CNc4c(N5CCOCC5)c(=O)c4=O)cc3)CC2)cc1
35. O=S(=O)(NCC(c1ccco1)N1CCc2ccccc21)c1ccccc1 (stereo unspecified)
36. CC1Cc2nc(SCC(=O)Nc3ccc4c(c3)OCO4)n(CCc3ccccc3)c(=O)c2S1 (stereo unspecified)
37. Cc1cc(-c2ccccc2)nc2c(Br)c(=O)[nH]n12
38. Cc1cc(C(=O)NCc2cccs2)ccc1[N+](=O)[O-]
39. Cc1c2c(nc3ccccc13)CCC(C)C2 (stereo unspecified)
40. Cn1c(Cc2ccccc2)nnc1SCC(=O)Nc1ccc2c(c1)OCCO2
entry no.,33,34,35,36,37,38,39,40
GPR35 arrestin U2OS,x,-17%,x,-5%,-14%,3%,9%,6%
NTR1 ag,-0.4,-1.9,0.6,-1.1,-0.2,1.0,1.7,-0.4
NTR1 ag cell count 20 µM,53,66,86,61,66,62,49,76
GPR55 antagonists,x,-4%,x,0%,4%,13%,-11%,-4%
AID2073,x,3%,x,11%,-6%,-7%,-3%,17%
SV40 large T antigen,10%,x,20%,5%,13%,23%,3%,3%
Rac1 GTP hydrolysis,-8%,9%,10%,5%,210µM*,15%,4%,-5%
Yfh1-depleted yeast,x,x,x,i,i,i,i,i
NS5 inhibitors,-11%,-3%,-2%,-4%,1%,-7%,4%,-2%
GPR55 beta-arrestin,x,-0.1%,x,-0.1%,0.2%,0.3%,-0.3%,-0.3%

41. C/C(N)=C(/C#N)C(=O)CSc1nnc(-c2ccccc2)n1C
42. CNC(=O)C(=O)NCCN1CCN(S(=O)(=O)c2ccc3ccccc3c2)CC1
43. Cc1ccc(-c2cccc(NC(=O)C3C4C=CC(C4)C3C(=O)O)c2)o1 (stereo unspecified)
44. COc1ccc(OCCn2ccnc2C)cc1
45. Cc1nnc(NC(=O)C2CCCC2)s1
46. COC(=O)Cn1c(=O)oc2ccc(C)cc21
47. COC(=O)C(CO)NC(=O)C(C)NC(=O)CNC(=O)OCc1ccccc1 (stereo unspecified)
48. CN(C)/C=N/c1nc2nccc(-c3ccc(F)cc3)n2n1
entry no.,41,42,43,44,45,46,47,48
GPR35 arrestin U2OS,3%,-6%,-3%,2%,-9%,9%,-13%,-9%
NTR1 ag,0.4,-1.3,-0.2,0.3,-1.3,0.5,0.5,-1.0
NTR1 ag cell count 20 µM,56,44,50,63,70,56,41,34
GPR55 antagonists,-2%,7%,-1%,-22%,17%,0%,1%,22%
AID2073,-8%,8%,0%,0%,10%,-9%,-5%,45%
SV40 large T antigen,8%,-3%,3%,8%,4%,8%,2%,9%
Rac1 GTP hydrolysis,-1%,9%,-3%,136µM*,7%,0%,3%,2%
Yfh1-depleted yeast,i,x,i,x,x,i,i,i
NS5 inhibitors,-8%,-1%,-5%,-9%,-3%,3%,2%,-16%
GPR55 beta-arrestin,0.3%,-0.2%,0.3%,-0.1%,-0.1%,0.1%,0.1%,-0.3%

49. Cc1ccc(CN2CCN(c3ccccc3)CC2)o1
50. CCOc1ccc2c(c1)s/c(=N\S(=O)(=O)c1ccc(OC)cc1)n2C(F)F
51. Clc1ccc2c(NCc3ccccn3)ccnc2c1
52. COc1cc(CN2CCN(c3ccccc3F)CC2)cc(OC)c1O
entry no.,49,50,51,52
GPR35 arrestin U2OS,6%,1%,5%,0%
NTR1 ag,1.8,1.3,0.1,1.7
NTR1 ag cell count 20 µM,62,42,78,74
GPR55 antagonists,8%,-14%,10%,16%
AID2073,18%,-2%,-9%,-1%
SV40 large T antigen,26%,5%,4%,26%
Rac1 GTP hydrolysis,21%,12%,15%,143µM*
Yfh1-depleted yeast,x,i,x,i
NS5 inhibitors,x,-2%,-5%,5%
GPR55 beta-arrestin,0.7%,-0.4%,0.0%,-0.2%
